TTR transcr act: TTR transcription activators in neuroblastoma reporter cells, primary screen, cell-based, luminescence, SH-SY5Y, TTR promoter Gaussia luciferase | 100% = recombinant luciferase protein wells | 1.3% of 92,000 active | activation, % at 16.7 µM;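 active means activation above the mean of all tested compounds plus 3 SD, cut at about 9.5% in these data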;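 further: cells exposed to compounds for one day before reading; 0% = median of all test compound wells on the plate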
* marks the source's active call; other numbers are inactive results.

SMILES | TTR transcr act
C=CCn1c(O)c(C(CC)=Nc2ccccc2NC(C)=O)c(=O)[nH]c1=O | -1.6
COCc1ccc(CN2CCCC(C(=O)c3sccc3C)C2)o1 (centres undefined) | 2.2
NC(Cc1ccc(O)cc1)C(=O)NN=Cc1ccc(N(CCCl)CCCl)cc1 (centres undefined) | -1.0
CCOC(=O)[C@]12Cc3cc(OC)c(OC)cc3[C@H]1N(Cc1ccccc1)C(=O)c1ccccc12 | -0.4
CC(C)C(C)(NC(=O)c1cccn(Cc2ccc3c(c2)OC(F)(F)O3)c1=O)C(N)=O (centres undefined) | -1.0
CSCCC(c1nnnn1C1CCCC1)N1CCC(n2c(=O)[nH]c3ccccc32)CC1 (centres undefined) | -0.7
CCc1cccc(CC)c1NC(=S)N1CC2CC(C1)c1cccc(=O)n1C2 (centres undefined) | -1.4
C=CCCC1(C2=CCCCC2)C(=O)NC(=O)NC1=O | 4.5
Cc1onc(-c2c(Cl)cccc2Cl)c1C(=O)Nc1ccc2c(C(F)(F)F)cc(=O)oc2c1 | -0.3
NC1CCCCC1N=Cc1c(O)n(Cc2ccc(F)cc2)c(=O)[nH]c1=O (centres undefined) | -1.2
COc1cc(N2CCOCC2)ccc1C=C1C(=O)NC(=O)NC1=O | 1.4
O=C1NCN(c2ccccc2)C12CCN(C(c1cc3ccccc3o1)c1nnnn1C1CCCCC1)CC2 (centres undefined) | -1.1
COc1ccc(C2C(C#N)=C(N)Oc3c2c(=O)oc2ccccc32)cc1Cn1cc([N+](=O)[O-])cn1 (centres undefined) | 1.1
COC(=O)C1=C(c2ccc(Cl)c(C(F)(F)F)c2)C[C@@H]2CC[C@H]1N2C(=O)NCc1ccco1 | -0.1
CCCCOCCCN1C(C)=CC(=C2C(=O)NC(=S)NC2=O)C=C1C | -0.4
Cn1c(O)c(C=NC2CCCCCC2)c(=O)[nH]c1=S | 1.5
COc1ccc(/C=C/C=C2C(=O)NC(=S)NC2=O)cc1 | -0.4
OC(CCNCCc1c[nH]c2ccccc12)C(F)(F)F (centres undefined) | 1.2
CCCC(=O)C1C(=O)NC(=O)NC1=O | 2.9
CC(C)(C)C(=O)C(Oc1ccc(Cl)cc1)n1cncn1 (centres undefined) | 1.4

Continued; it opens with the 4 that closed the last part.
SMILES | TTR transcr act
COc1ccc(/C=C/C=C2C(=O)NC(=S)NC2=O)cc1 | -0.4
OC(CCNCCc1c[nH]c2ccccc12)C(F)(F)F (centres undefined) | 1.2
CCCC(=O)C1C(=O)NC(=O)NC1=O | 2.9
CC(C)(C)C(=O)C(Oc1ccc(Cl)cc1)n1cncn1 (centres undefined) | 1.4
CNC(C(=O)c1ccccc1)C(OC(C)=O)c1cccc([N+](=O)[O-])c1 (centres undefined) | 1.6
C[C@@H]1CN([C@H](C)CO)C(=O)CCCn2nncc2CO[C@H]1CN(C)C(=O)Oc1ccccc1 | 0.7
O=C(Nc1ccc(OC(=O)N2CCCCC2)cc1)N1CCOCC1 | -0.3
COc1ccccc1C1C([N+](=O)[O-])=C(N)Oc2c1c(=O)oc1ccccc21 (centres undefined) | 0.8
CN(C)CCSC1c2ccccc2CSc2ccccc21 (centres undefined) | 1.2
COc1ccc(-n2nnnc2C(c2ccccc2OC(F)(F)F)N2CCC3(CC2)C(=O)NCN3c2ccccc2)cc1 (centres undefined) | -2.3
COC(=O)C1=C(c2ccc(OC(F)(F)F)cc2)C[C@@H]2CC[C@H]1N2C(=O)N1CCCC1 | -4.4
COc1cc(C=C2C(=O)NC(=O)NC2=O)ccc1O | -1.3
Cc1cccn2c(=O)c3c(nc12)N1CCCCC1C1(C3)C(=O)N(C)C(=O)N(C)C1=O (centres undefined) | 0.1
Cc1ccccc1-n1c(O)c(/C=C2/C(c3ccccc3)=Nc3ccccc32)c(=O)[nH]c1=O | 0.1
CCCCCn1c(=O)c(C(=O)Nc2ccccn2)c(O)c2ccccc21 | 0.8
COc1ccc(-n2c(Cc3cccc([N+](=O)[O-])c3)nc3ccccc3c2=O)cc1 | 1.4
O=P(Oc1ccccc1)(N1CCOCC1)N1CCOCC1 | -1.1
O=C(CN1CC=C(c2ccccc2)CC1)NC(=O)NC1CCCCC1 | 1.8
COCCNC(=O)c1c(NC(=O)c2ccco2)n(Cc2ccccc2)c2nc3ccccc3nc12 | -0.2
CC(=O)OC1C=CC2[C@H]3Cc4ccc(O)c5c4[C@@]2(CCN3C)C1O5 (some centres undefined) | 17*
COc1ccc(C=O)cc1O | 3.1
COC(=O)C1=C(c2ccc(OC)c(OC)c2)C[C@@H]2CC[C@H]1N2C(=O)NCCOc1ccccc1Cl | -2.9
CC(C)n1c(=O)c(C=Nc2ccc(Br)cc2)c(O)n(Cc2ccco2)c1=O | -0.1
O=C(O)C1CSC(c2cccnc2)N1 (centres undefined) | 3.0
Cc1cc(/C=C2\C(=O)NC(=O)N(c3ccc(F)cc3)C2=O)c(C)n1-c1ccc(C(=O)O)cc1 | 3.9
COC12CCC3(CC1C(C)(O)C(C)(C)C)[C@H]1Cc4ccc(O)c5c4[C@@]3(CCN1CC1CC1)C2O5 (some centres undefined) | -0.1
CN1C(=O)CC(c2ccccc2)Nc2ccccc21 (centres undefined) | 3.8
Cc1nccc2c1[nH]c1ccccc12 | 2.2
O=C1C2CCN(CC2)C1(CO)CO | -0.9
CCn1c(O)c(C=NCCc2c[nH]c3ccccc23)c(=O)[nH]c1=O | 0.3
CN1CC(C(=O)c2ccc(Cl)cc2)C(c2ccccc2F)C1 (centres undefined) | -1.2
COc1ccc(CNCCc2ccc(Cl)cc2)c(OC)c1OC | 3.7
CNC(=S)N1CCn2cccc2C1c1cccnc1 (centres undefined) | 1.9
COC(=O)C1=C(c2ccc(F)cc2OCc2ccccc2)C[C@@H]2CC[C@H]1N2C(=O)NCc1ccc(OC)cc1 | -4.1
N#CC(C#N)=Cc1cccnc1 | -1.0
C=CCn1c(O)c(C(CC)=Nc2ccc3c(c2)CCC3)c(=O)[nH]c1=O | 1.5
CS(=O)(=O)c1ccc(C2=C(CNC(=O)c3cccs3)[C@H]3CC[C@@H](C2)N3CCOc2ccccc2)cc1 | 0.1
CC12CN3CC(C)(CN(C1)C3c1ccncc1)C2=O (centres undefined) | 0.6
COc1cc(OC)c(OC)cc1/C=C1/C(=O)NC(=O)N(Cc2ccccc2)C1=O | 0.2
CC(C)(C)C(=O)N1Cc2cc(N3CCCCC3)ccc2-n2nncc2C1 | 0.8
CN1OC[C@@H]2CN[C@H](c3ccccc3Br)C[C@@H]21 | 1.6
CN1CCN(C(=O)COc2ccc(S(=O)(=O)N(C)Cc3ccccc3)cc2)CC1 | 4.2
COc1ccc2c(c1)C13CCN(C)C(C2)C1CCC1(C3)OCCO1 (centres undefined) | 0.4
CCNC(=S)NCCC1=c2ccccc2=N/C1=C\c1c(O)n(C)c(=O)n(C)c1=O | -1.9
CCOC(=O)c1ccc(NC(=O)N2CC3CC(C2)c2cccc(=O)n2C3)cc1 (centres undefined) | -2.1
COC(=O)C1=C(c2ccc(F)cc2OCc2ccccc2)C[C@@H]2CC[C@H]1N2C(=O)NCc1ccccc1 | -2.6
COC(=O)C1=C(C(=O)OC)C2c3ccccc3C1c1ccccc12 | -0.9
COc1cccc(CN2CC=C(c3ccc(F)cc3)CC2)c1 | 0.4
CNC(=O)O/N=C(\C)Cc1nnn(-c2cc(C)on2)n1 | 0.9
O=C(Oc1ccc([N+](=O)[O-])cc1)N1CCC(N2CCCCC2)CC1 | 3.0
CO[C@H]1[C@@H](OC)CC(OC2OC(CO)C(O)C(O)C2O)/C(=C\C#N)[C@@H]1O (some centres undefined) | 8.8
Cc1cccc(C)c1-n1nnnc1C(c1cccs1)N1CCC(n2c(=O)[nH]c3ccccc32)CC1 (centres undefined) | -2.5
c1ccc(CC(NCc2ccco2)c2ccccc2)cc1 (centres undefined) | 0.7
CCN1CCN(Cc2cc(C(C)(C)C)c(O)c(C(C)(C)C)c2)CC1 | -0.4
COc1cc(C=C2C(=O)NC(=O)NC2=O)ccc1OS(=O)(=O)c1ccccc1[N+](=O)[O-] | 0.6
CCN(CC)c1ccc(N=Cc2c(O)n(Cc3ccccc3)c(=O)[nH]c2=O)cc1 | 0.5
O=c1[nH]c2ccccc2n1C1CCN(C(c2cccs2)c2nnnn2Cc2ccccc2)CC1 (centres undefined) | -3.2
CCc1ccc(C2=NN(CCC(=O)N3CCC4(CC3)OCCO4)C(=O)CC2)cc1 | -1.6
O=C(N/N=C/c1c(O)n(CCc2ccc(F)cc2)c(=O)[nH]c1=O)c1ccncc1 | -0.2
O=[N+]([O-])c1ccc(N2CCOCC2)c2cccnc12 | -1.1
COc1ccc(NP(=O)(Oc2cccc(C)c2)Oc2cccc(C)c2)cc1OC | 1.3
Cc1cccc(-n2c(O)c(/C=C/C=Nc3ccccc3)c(=O)[nH]c2=O)c1 | 1.8
Cn1cc(Br)c(C(=O)Nc2ccc3c(C(F)(F)F)cc(=O)oc3c2)n1 | 2.2
CC(C)=CCSc1nnc([C@@H](N)Cc2c[nH]c3ccccc23)o1 | -4.9

Quoted at random: three compounds from above
SMILES | TTR transcr act
COc1ccc2c(c1)C13CCN(C)C(C2)C1CCC1(C3)OCCO1 (centres undefined) | 0.4
COC(=O)C1=C(c2ccc(Cl)c(C(F)(F)F)c2)C[C@@H]2CC[C@H]1N2C(=O)NCc1ccco1 | -0.1
CS(=O)(=O)c1ccc(C2=C(CNC(=O)c3cccs3)[C@H]3CC[C@@H](C2)N3CCOc2ccccc2)cc1 | 0.1

Additional entries:
SMILES | TTR transcr act
CC(C)OP(=O)(OC(C)C)C(O)c1ccc(Br)cc1 (centres undefined) | 1.6
O=c1[nH]c(O)c(N=Nc2ccc(S(=O)(=O)N3CCOCC3)cc2)c(=O)[nH]1 | 0.6
Cc1ccc(N2C(=O)NC(=O)/C(=C/c3ccc(-c4ccc(C(=O)O)c(Cl)c4)o3)C2=O)cc1 | 0.2
CC(=O)c1cccc(OCC(O)CN2CC=C(c3ccccc3)CC2)c1 (centres undefined) | 1.0
O=C1NC(=O)N(Cc2ccco2)C(=O)/C1=C/c1cccn1CCOc1ccccc1Cl | 3.0
CCCCn1c(O)c(/C=N/N2CCCCC2c2cccnc2)c(=O)[nH]c1=S (centres undefined) | -0.9
Cc1nc2ccccc2c(=O)n1-c1ccc(F)cc1F | -2.1
O=C(N/N=C/c1c(O)n(-c2ccccc2)c(=O)[nH]c1=O)c1ccncc1 | 13*
Cc1ccccc1CCNCc1cc2cccc(C)c2[nH]c1=O | 1.9
O=C1/C(=C\c2ccc([N+](=O)[O-])cc2)N2CCC1CC2 | 4.0
CC(C)(C)N(NC(=O)c1ccccc1)C(=O)c1ccccc1 | 3.7
O=C1C2C3CCC(O3)C2C(=O)N1c1cccc(F)c1 (centres undefined) | 1.7
Cc1ccc(NC(=O)c2cc(-c3ccccc3)n(CCCN3CCOCC3)c2C)cc1 | 0.8
C1=C(c2c[nH]c3ccccc23)CCN(Cc2ccccc2)C1 | -2.2
O=C1CCCN1c1ccc(S(=O)(=O)O)cc1 (tested in a mixture with another compound) | 7.7
COC(=O)C1=C(c2ccc(OCc3ccccc3)cc2)C[C@@H]2CC[C@H]1N2C(=O)NCc1ccc([N+](=O)[O-])cc1 | -1.9
O=C(Nc1cccc(OC(=O)N2CCCCC2)c1)N1CCOCC1 | 0.1
c1ccc(CCN2CCC(N3CCN(c4ccccc4)CC3)CC2)cc1 | 2.4
CCOc1cc(CNCCc2c[nH]c3ccccc23)cc(Cl)c1OCC | -1.0
COC(=O)C1=C(c2ccc(F)cc2OCc2ccccc2)C[C@@H]2CC[C@H]1N2C(=O)NCc1ccco1 | 15*
CCOc1ccc(-n2c(CC)nc3ccccc3c2=O)cc1 | -0.2
CC12CCC(O)CC1CCC1C2CCC2(C)C(C(=O)CC(O)C(F)(F)F)CCC12 (centres undefined) | -2.6
CCN(CC)C(=O)c1ccc(NC(=O)c2sccc2-c2ccccc2)cc1 | -0.8
CCOC(=O)[C@]12Cc3cc(OC)ccc3[C@H]1N(Cc1ccccc1)C(=O)c1ccccc12 | 0.3
C=CCn1c(=O)c(C=Nc2cccc([N+](=O)[O-])c2)c(O)n(CCCC)c1=O | -0.3
CCOc1cc(C=C2C(=O)NC(=S)NC2=O)ccc1O | 1.4
C[C@]12CCC3C(CC[C@H]4C[C@H](O)CC[C@]34C)C1C[C@H](O)[C@H]2O (some centres undefined) | -1.5
CC(C)(C)[C@]1(O)C[C@@H]2OC(=O)C[C@@]23C(=O)O[C@@H]2OC(=O)[C@H](O)[C@]213 | -3.2
O=C(NC1CCCCC1)N1Cc2cc(N3CCCCC3)ccc2-n2nncc2C1 | 0.2
CC(C)(C)n1cc(C(=O)c2ccccc2)cc1-c1ccccc1 | -2.2
CCCNC(=O)N1[C@H]2CC[C@@H]1C(C(=O)OC)=C(c1ccc(OC(F)(F)F)cc1)C2 | -1.1
O=c1[nH]c(=O)n(Cc2ccccc2Cl)c(O)c1/C=C1/C=CC=N1 | -1.8
C/C=C1\CN2[C@H]3C[C@@]45c6ccccc6N(C)[C@H]4[C@@H]2CC1C3[C@H]5O (some centres undefined) | 0.3
CCC1(Oc2ccccc2)C(=O)NC(=O)NC1=O | -0.5
CCCCNC(=S)N1CCn2cccc2C1c1cccnc1 (centres undefined) | 0.5
O=C(O)C1=CC2c3ccccc3C1c1ccccc12 | 4.8
NC(N)=Nc1ccc2[nH]c3c(c2c1)C[C@@]1(O)[C@H]2Cc4ccc(O)c5c4[C@@]1(CCN2CC1CC1)C3O5 (some centres undefined) | -1.1
O=C(C[N+]12CCN(CC1)CC2)NCCc1ccc(Cl)cc1Cl | 1.3
Cc1cc(OC(=O)CCCNC(=O)OC(C)(C)C)c2c3c(c(=O)oc2c1)CCC3 | -0.9

6 structures from above, ordered by SMILES length, lowest first:
SMILES | TTR transcr act
CCOc1ccc(-n2c(CC)nc3ccccc3c2=O)cc1 | -0.2
CC(C)(C)n1cc(C(=O)c2ccccc2)cc1-c1ccccc1 | -2.2
O=C(C[N+]12CCN(CC1)CC2)NCCc1ccc(Cl)cc1Cl | 1.3
CC12CCC(O)CC1CCC1C2CCC2(C)C(C(=O)CC(O)C(F)(F)F)CCC12 (centres undefined) | -2.6
C[C@]12CCC3C(CC[C@H]4C[C@H](O)CC[C@]34C)C1C[C@H](O)[C@H]2O (some centres undefined) | -1.5
C/C=C1\CN2[C@H]3C[C@@]45c6ccccc6N(C)[C@H]4[C@@H]2CC1C3[C@H]5O (some centres undefined) | 0.3

The list is partial. The share of hits here may be higher or lower than overall.
